Source: PubChem BioAssay (National Center for Advancing Translational Sciences (NCATS))
TGFb SMAD3 inh: TGF-b pathway inhibition; HepG2 CAGA-GFP TGF-b/SMAD3 reporter, GFP fluorescence, 18 h; TGF-beta stimulated, 500 pg/mL final; Potency, µM (doses to about 46.1 µM), for the others: at the highest dose activity, negative = inhibition, usual class: inhibitors; hit rate 1.2% among 410,000; also: potency is read from the fitted curve at half-maximal effect; % is scaled to controls: 0 for no effect and ±100 for the full control effect; nearly all actives have a fitted effect of over 65% in size
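Inhibition was scored as loss of TGF-beta-induced (500 pg/mL final, 18 hours, 37 degrees C) GFP in HEPG2 cells carrying a CAGA-GFP reporter, in DMEM with 1% FBS. Well GFP was summed per cell; Activity was normalised to unstimulated and stimulated DMSO wells, then concentration-response fitting.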
IL-1B inflam inh: inhibitors of inflammasome signaling (IL-1 beta secretion); hit rate 4.7% among 360,000; THP-1 LPS/ATP IL-1B secretion, AlphaLISA, 16 h; stronger effect = lower value; activity change, % at 57.5 µM; in the data active = activity change below about -50%; inconclusive = mostly about -30% to -49%; also: % is scaled to controls: 0 for no effect and ±100 for the full control effect
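THP-1 cells pretreated 1 hr with compounds (up to 57.5 uM final), then stimulated with LPS (250 ng/mL final) plus ATP (1.25 mM final); secreted IL-1B measured by AlphaLISA after 16 hr, decreased signal indicating inhibition.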
MCF10A rerep: induces DNA re-replication in MCF 10a normal breast cells. MCF 10A DNA re-replication, Hoechst nuclear intensity, 48 h. Potency, µM (top dose mostly 46.1 µM), for the others: at the highest dose activity, positive = re-replication, hits mostly activators. hit rate 2.9% among 350,000. AID 624296; also: potency is read from the fitted curve at half-maximal effect; % of control where 0% means no effect; nearly all actives have a fitted effect of over 50% in size
ATXN2 expr inh: ATXN2 expression inhibition. hit rate 0.72% among 360,000. AID 1745845. HEK-293 ATXN2-luciferase reporter, luminescence, 24 h. Potency, µM (titrated, usually from 57 µM), without a hit: at the top dose activity change, negative = inhibition, hits mostly inhibitors; also: potency is read from the fitted curve at half-maximal effect; % is scaled to controls: 0 for no effect and ±100 for the full control effect; nearly all actives have a fitted effect of over 55% in size
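ATXN2-luciferase reporter cells (luciferase flanked by upstream and downstream ATXN2 gene portions) were treated 24 h at 37 °C with compounds at up to 57 uM. SteadyGlo luminescence gave expression; GF-AFC fluorescence gave viability.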
ATXN viability: viability counter-screen for ATXN expression inhibitors | Potency, µM (top dose mostly 56.7 µM), hits mostly cytotoxic | hit rate 0.49% among 400,000 | S2 cells (HEK-293 line with an ATXN2-luciferase reporter) viability, CellTiter-Fluor protease fluorescence, 24 h | AID 651635; also: potency is read from the fitted curve at half-maximal effect; nearly all actives have a fitted effect of over 40% in size
Nrf2 block: inhibitors of Nrf2 signaling | A549 ARE-Fluc reporter, luciferase luminescence, 18-24 h | Potency, µM (doses to about 46 µM), for inactives: at the highest dose activity change, negative = inhibition, most hits filed as inhibitors | hit rate 2.1% among 360,000; also: potency is read from the fitted curve at half-maximal effect; % is scaled to controls: 0 for no effect and ±100 for the full control effect; nearly all actives have a fitted effect of over 60% in size
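Quantitative HTS in A549 cells stably bearing an antioxidant response element-firefly luciferase construct. Inhibition of Nrf2-driven transcription was scored by luminescence after 18-24 h of compound exposure at 37 °C.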
Nrf2 ARE act: activates Nrf2 signaling; AREc32 ARE-luciferase reporter (MCF7-derived line), luminescence, 24 h; AID 624171; hit rate 0.31% among 410,000; Potency, µM (top dose mostly 46.1 µM), for inactives: at the highest dose activation, most hits filed as activators; also: potency is read from the fitted curve at half-maximal effect; % of control where 0% means no effect; nearly all actives have a fitted effect of over 65% in size
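Steps: seed AREc32_Fluc cells (1000/well, 5% FBS OPTI-MEM); incubate overnight at 37 deg C; add 23 nL compound; incubate 24 hr; add Steady-Glo; hold 30 min RT; read luminescence.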
HepG2 viability: HepG2 cytotoxicity, counter-screen for TGF-b inhibitors; AID 588856; hit rate 0.76% among 410,000; Potency, µM (titrated, usually from 46.1 µM), without a hit: at the top dose activity change, negative = cytotoxicity, usual class: cytotoxic; HepG2 CAGA-GFP viability, ATP luminescence, 18 h; also: potency is read from the fitted curve at half-maximal effect; some results filed as inactive show a strong effect at the top dose
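CellTiter-Glo luminescence gave cytotoxicity after 18 hours at 37 degrees C. The cells were HepG2 CAGA-GFP in 1% FBS DMEM, stimulated with 500 pg/mL TGF-beta after compound addition. %Activity was normalised to no-cell wells (complete cell-killing) and DMSO (no toxicity), and curves were fitted and classified.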
A549 viability: kills or reduces viability of A549 cells in Nrf2 counter-screen. A549 ARE-Fluc cells, CellTiter-Fluor viability, 18-24 h. Potency, µM (titrated, usually from 46 µM), for the others: at the highest dose activity change, negative = cytotoxicity, actives largely listed as inhibitors. hit rate 0.16% among 390,000. AID 504648; also: potency is read from the fitted curve at half-maximal effect; % is scaled to controls: 0 for no effect and ±100 for the full control effect
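A549 ARE-Fluc cells in 5% FBS OPTI-MEM, 5000 cells/well, rested 2 h then exposed to compounds in concentration-response for 18-24 h at 37 °C. Viability by CellTiter-Fluor fluorescence (Ex 405/Em 525) after 30 min; luciferase luminescence (BugLite, 15 min, RT) read afterwards.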
Starred values were filed as active, the others as inactive; i = inactive; ? = inconclusive; . = no result given; [ ] = remark or other dose. Unless noted, calls follow the shape of the dose curve; as a rule, active = well fitted curve in the direction sought with a large enough effect; inconclusive = small, poorly fitted or top-dose-only effect, or another doubt; inactive = no such curve, though single readings can be large; an effect the other way counts as inactive or inconclusive.

SMILES	TGFb SMAD3 inh	IL-1B inflam inh	MCF10A rerep	ATXN2 expr inh	ATXN viability	Nrf2 block	Nrf2 ARE act	HepG2 viability	A549 viability
CCOC(=O)c1nc(SC)n(C)c1C(=O)OCC	?	48	4%	1%	i	7%	-0.6%	-18%	-1%
O=C(NNC(=O)c1ccccc1F)c1ccc(NS(=O)(=O)c2ccc(F)cc2)cc1	-14%	14	1%	-3%	i	3%	-0.4%	3%	-1%
COc1ccc(CC(=O)n2c(CC#N)nc3ccccc32)cc1OC	12%	-16	1%	0%	i	-21%	3.5%	-6%	4%
COC(=O)c1sccc1-c1ccc(C(=O)Nc2cccc(Cl)c2)o1	-24%	11	?	39%[activator]	i	?	7.8%	-22%	2%
NS(=O)(=O)c1ccc(N/N=C/c2ccc3c(c2)OCO3)c([N+](=O)[O-])c1	28%	10	13%	2%	i	-9%	4.2%	0%	-23%
c1ccc(COc2ccc(OCCCN3CCCCC3)cc2)cc1	-8%	-21	?	-2%	i	?	0.3%	-23%	1%
CCOC(=O)N1CCN(S(=O)(=O)c2c(C)nn(C)c2C)CC1	31%	18	7%	0%	i	.	-0.9%	22%	0%
CCN(CC(=O)NC(C)C)Cc1nc2sc3c(c2c(=O)[nH]1)CCC3	2%	34	15%	-3%	i	-5%	2.9%	-14%	-8%
Cc1ccc(C(=O)Nc2ccc(CN3CCS(=O)(=O)CC3)cc2)cc1C	-10%	-12	0%	-5%	i	3%	0.8%	2%	-6%
COc1cccc(NS(=O)(=O)c2ccc3[nH]cc(C(=O)NCCC(C)C)c(=O)c3c2)c1	?	-16	17%	-14%	i	16µM*	3.5%	-71%	-15%
Cc1ccc(C)c(S(=O)(=O)N2CCN(C(=O)CCNS(=O)(=O)c3ccc(C)c(C)c3)CC2)c1	-26%	-5	12%	-22%	i	-22%	0.3%	-8%	0%
Cc1ccc(-c2ccc(CN3C(C)C(=O)N(Cc4cn(CC5CCCCC5)nn4)CCS3(=O)=O)cc2)cc1 (stereo not given)	?	?	.	?	?	.	-0.1%	-22%	.
Oc1ccc(C2=NNC(=NCc3ccc4c(c3)OCO4)SC2)c(O)c1	-6%	-7	12µM*	11%	i	24%	3.1%	2%	-3%
Cc1ccc(C)c(N(CC(=O)NCc2ccccc2)C(=O)c2csnn2)c1	15%	2	2%	-7%	i	7%	-0.3%	-7%	13%
Cc1cccc(N2CCN(C(=S)c3ccccc3)CC2)c1	-14%	-3	-5%	11%	i	3%	3.6%	-32%	8%
Cn1c(C(=O)Nc2ccc(OC(F)(F)F)cc2)cc2c(=O)n3ccccc3nc21	-1%	.	.	.	.	?	0.5%	-1%	0%
O=c1c2cc(NC(=S)NC3CCCCC3)ccc2nc2n1CCCCC2	2%	?	47%	-4%	i	?	-0.4%	-10%	3%
O=C(c1cc2ccccc2c(=O)o1)N1CCCCCC1	-2%	6	3%	28%	i	20%	2.0%	4%	-9%
CC(NC(=O)Cn1ncc(Cl)c(Cl)c1=O)C12CC3CC(CC(C3)C1)C2 (stereo not given)	-5%	-119*	3.7µM*	?	18µM*	1%	?	3%	0%
O=C(NC(=S)Nc1ccc(S(=O)(=O)Nc2ccccc2)cc1)C1CC1	0%	1	0%	-3%	i	1%	0.0%	-16%	5%
CCOC(=O)CSc1nc(-c2ccc(C)cc2C)cc(-c2ccccc2)c1C#N	-9%	.	.	.	.	-13%	0.4%	-17%	?
O=C(Oc1c(-c2ccccc2)c(=O)n2c3c(cccc13)CC2)c1ccco1	-20%	5	?	-18%	i	5%	0.2%	-8%	2%
CCOCCCNC(=S)N1CCN(CC)CC1	7%	0	0%	-3%	i	2%	-0.1%	-8%	0%
COc1ccc(S(=O)(=O)N2CCCC(C(=O)NC3CC3)C2)cc1OC (stereo not given)	5%	8	-11%	10%	i	-1%	-0.5%	-9%	2%
Cc1ccc(S(=O)(=O)NCCCN2CCOCC2)c(C)c1	10%	8	-5%	-3%	i	10%	0.1%	-3%	-9%
Cc1cc(C(=O)CSc2nnc(N)s2)c(C)n1-c1c(C)n(C)n(-c2ccccc2)c1=O	8%	13	-2%	-2%	i	.	-0.6%	-21%	1%
C=COCCNC(=S)Nc1cccc(Cl)c1	-25%	-17	-3%	-20%	i	3%	-0.3%[9.22 µM]	-13%	13%
CCC(C(=O)NC1CCCC1)N(C(=O)c1snc(C(N)=O)c1N)c1ccc(OC)cc1 (stereo not given)	-6%	23	8%	-6%	i	-7%	-0.5%	1%	-1%
COc1ccccc1Nc1cc(C(=O)NCCCN(C)C2CCCCC2)c2ccccc2n1	?	.	.	.	.	14%	-1.6%	-106%	-10%
CCc1cc(C(=O)Nc2cc(S(=O)(=O)N(C)C)ccc2C)sc1C	-29%	-17	17%	.	i	0%	0.0%	-74%	-19%
COc1ccc(Cn2ccnc2SCC(=O)Nc2ccccc2OC)cc1	1%	0	10%	-2%	i	-21%	-0.9%	-23%	-1%
CCCCn1c(N)c(N(CC(C)C)C(=O)C2CCCN(C(=O)c3ccc(Cl)cc3)C2)c(=O)[nH]c1=O (stereo not given)	-14%	0	-9%	-22%	i	-6%	0.1%	-3%	4%
NC(=O)COc1ccc(NS(=O)(=O)Cc2ccccc2)cc1	-26%	-5	-3%	5%	i	-8%	-0.4%	13%	0%
COc1ccc2ccn(S(=O)(=O)c3ccccc3)c2c1	-5%	-13	8%	-8%	i	-25%	0.1%	4%	1%
O=C(CCS(=O)(=O)c1ccc(Br)cc1)N1CCN(c2ccc(Cl)cc2)CC1	10%	8	13%	-21%	i	-29%	-0.2%	-5%	?
O=C(COC(=O)c1cccc(S(=O)(=O)NCc2ccccc2)c1)NC1CC1	-20%	10	0%	6%	i	-4%	0.5%	5%	1%
Cc1ccc(C2=NNC3(CCOC(C)(C)C3)S2)cc1 (stereo not given)	-14%	26	-5%	9%	i	?	?	-25%	10%
Cc1cc(N2CCCC2)c(F)cc1/C=C\[N+](=O)[O-]	11µM*	-68*	?	1%[11.3 µM]	.	-9%	10%	-44%	0%
COc1cccc(CC(NC(C)=O)C(=O)NC2CCN(c3c(Cc4ccccc4)c(C)nc4ncnn34)CC2)c1 (stereo not given)	-1%	-5	?	-1%	i	?	-0.6%	-1%	1%
Cc1ccc(CNC(=O)CN2C(=O)NC(C)(c3cccc(Br)c3)C2=O)cc1 (stereo not given)	-23%	-14	3%	.	i	-15%	-0.8%	-20%	0%
O=C(CC1SC(N2CCCC2)=NC1=O)Nc1ccc(C(=O)NCCOc2ccccc2F)cc1 (stereo not given)	0%	-12	-1%	18%	i	14%	1.7%	-10%	21%
COc1ccc(S(=O)(=O)c2cn(C)c3cc(N4CCCC4)c(F)cc3c2=O)cc1	?	.	.	.	.	-23%	-0.2%	-3%	-7%
CC(C)c1c(C(=O)N/N=C/c2ccc(C(F)(F)F)cc2)nnn1-c1nonc1N	?	18	?	-15%	i	-17%	3.9%	-17%	-11%
O=[N+]([O-])c1cc(/C=N/N2CCCCC2)ccc1Cl	-18%	-5	-1%	51%[activator]	i	?	8.8%	-30%	1%

One compound at a time, from the list above. Order of screens: TGFb SMAD3 inh	IL-1B inflam inh	MCF10A rerep	ATXN2 expr inh	ATXN viability	Nrf2 block	Nrf2 ARE act	HepG2 viability	A549 viability
Cc1cc(N2CCCC2)c(F)cc1/C=C\[N+](=O)[O-] in the list: 11µM*	-68*	?	1%[11.3 µM]	.	-9%	10%	-44%	0%
O=[N+]([O-])c1cc(/C=N/N2CCCCC2)ccc1Cl in the list: -18%	-5	-1%	51%[activator]	i	?	8.8%	-30%	1%
CCCCn1c(N)c(N(CC(C)C)C(=O)C2CCCN(C(=O)c3ccc(Cl)cc3)C2)c(=O)[nH]c1=O (stereo not given) in the list: -14%	0	-9%	-22%	i	-6%	0.1%	-3%	4%

Pulled one by one from the list above, 6 records:
SMILES	TGFb SMAD3 inh	IL-1B inflam inh	MCF10A rerep	ATXN2 expr inh	ATXN viability	Nrf2 block	Nrf2 ARE act	HepG2 viability	A549 viability
Cn1c(C(=O)Nc2ccc(OC(F)(F)F)cc2)cc2c(=O)n3ccccc3nc21	-1%	.	.	.	.	?	0.5%	-1%	0%
Cc1cccc(N2CCN(C(=S)c3ccccc3)CC2)c1	-14%	-3	-5%	11%	i	3%	3.6%	-32%	8%
COc1cccc(NS(=O)(=O)c2ccc3[nH]cc(C(=O)NCCC(C)C)c(=O)c3c2)c1	?	-16	17%	-14%	i	16µM*	3.5%	-71%	-15%
CCOC(=O)c1nc(SC)n(C)c1C(=O)OCC	?	48	4%	1%	i	7%	-0.6%	-18%	-1%
CCCCn1c(N)c(N(CC(C)C)C(=O)C2CCCN(C(=O)c3ccc(Cl)cc3)C2)c(=O)[nH]c1=O (stereo not given)	-14%	0	-9%	-22%	i	-6%	0.1%	-3%	4%
Cc1cc(N2CCCC2)c(F)cc1/C=C\[N+](=O)[O-]	11µM*	-68*	?	1%[11.3 µM]	.	-9%	10%	-44%	0%

An unsorted share of the library; any-hit rate near 8.8%.
